Source: PubChem BioAssay (NMMLSC)
S aureus QS inh: S. aureus quorum sensing inhibitors, primary screen, RNAIII-GFP reporter, flow cytometry | actives 0.3% (n = 24,000) | inhibition, % at 2 µM | S. aureus RN6390 RNAIII-GFP reporter, AIP-induced, flow cytometry 3 h;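 active means share of bacteria positive for the green fluorescent reporter and its mean brightness both inhibited by 50% or more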;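 further: 0% = AIP-stimulated control and 100% = unstimulated bacteria without AIP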
S aureus QS inh GFP MFI %: second read-out of S aureus QS inh, no call of its own (marks repeat the call); inhibition, %; measured here: inhibition of GFP MFI
An asterisk follows results filed as active.

For O=C(c1ccco1)N1c2ccccc2Sc2ccccc21 the results were S aureus QS inh -2 and S aureus QS inh GFP MFI % -12.
Screening COC(=O)C1=C(C)NC2=C(C(=O)CCC2)C1c1coc2ccccc2c1=O (stereo unspecified) returned S aureus QS inh -1 and S aureus QS inh GFP MFI % -7.
CC1CCCC(C)N1CCNC(=O)Cn1nc(-c2ccccc2)ccc1=O (stereo unspecified) was read as S aureus QS inh 0 and S aureus QS inh GFP MFI % 6.
For COc1cccc(C(CC(=O)NCC2CCCO2)NS(=O)(=O)c2ccc(C)cc2)c1OC (stereo unspecified) the results were S aureus QS inh -2 and S aureus QS inh GFP MFI % -4.
`COc1ccc(NS(=O)(=O)c2ccc3c(c2)oc(=O)n3C)c(OC)c1` gave S aureus QS inh 0 and S aureus QS inh GFP MFI % 5.
For COc1cccc(OC)c1OCCNCCO the results were S aureus QS inh 0 and S aureus QS inh GFP MFI % 1.
Screening O=C(CCCCCNc1nc(=S)[nH]c2ccccc12)N1CCN(c2ccccn2)CC1 returned S aureus QS inh 8 and S aureus QS inh GFP MFI % 14.
COc1ccc(C)cc1-n1nnnc1SCC(=O)NC(=O)NCc1ccco1 was read as S aureus QS inh -1 and S aureus QS inh GFP MFI % -8.
O=C(NCc1ccc2c(c1)OCO2)c1ccc2c(=O)n(C3CCCC3)c(=O)[nH]c2c1 was read as S aureus QS inh -2 and S aureus QS inh GFP MFI % 1.
`COCCNC(=O)CN1CCN(C(c2ccccc2)c2ccccc2)CC1` gave S aureus QS inh -2 and S aureus QS inh GFP MFI % -1.
Screening CC(=O)Nc1cccc(NC(=O)CSc2nnc(Cc3cccn3C)n2CCc2ccccc2)c1 returned S aureus QS inh 0 and S aureus QS inh GFP MFI % -60.
`COc1ccc(S(=O)(=O)N2CCC(C(=O)Nc3ccccc3C)CC2)c2cccnc12` gave S aureus QS inh 0 and S aureus QS inh GFP MFI % -14.
For CN(C)c1cccc2c(S(=O)(=O)Nc3ccccn3)cccc12 the results were S aureus QS inh 0 and S aureus QS inh GFP MFI % -18.
For CCN(CCCNC(=O)C1CCCN(S(=O)(=O)CC)C1)c1cccc(C)c1 (stereo unspecified) the results were S aureus QS inh 0 and S aureus QS inh GFP MFI % -1.
CC(=O)CC1OC(=O)C(Br)=C1NCc1ccccc1 (stereo unspecified) was read as S aureus QS inh -2 and S aureus QS inh GFP MFI % -17.
COc1ccc(OC)c(NC(=O)C2CCN(S(=O)(=O)c3cccs3)CC2)c1 was read as S aureus QS inh -1 and S aureus QS inh GFP MFI % -3.
For O=C(c1cc2cc(Cl)cc(Cl)c2oc1=O)N1CCOCC1 the results were S aureus QS inh 0 and S aureus QS inh GFP MFI % -3.
`CCCn1c(=O)c2ccccc2n2c(SCc3cc(=O)n4ccsc4n3)nnc12` gave S aureus QS inh 3 and S aureus QS inh GFP MFI % 15.
Screening CCOC(=O)c1sc2nc(N3CCCC3)c3c(c2c1N)CC(C)(C)OC3 returned S aureus QS inh 1 and S aureus QS inh GFP MFI % 14.
For CCOC(=O)N1CCN(C(=O)c2ccc(S(=O)(=O)c3ccc(C)cc3)c(NC(C)=O)c2)CC1 the results were S aureus QS inh -4 and S aureus QS inh GFP MFI % -6.
COc1ccc(/C(O)=C2/C(=O)C(=O)N(CC3CCCO3)C2c2cccc(OC)c2)cc1 (stereo unspecified) was read as S aureus QS inh 0 and S aureus QS inh GFP MFI % -9.
For Cc1ccc(S(=O)(=O)NC(CC(=O)NCC2CCCO2)c2ccco2)cc1 (stereo unspecified) the results were S aureus QS inh 1 and S aureus QS inh GFP MFI % 11.
`Cc1ccc(C(=O)N2CCN(C(=O)c3ccc(C)c(C)c3)C(C)C2)cc1C` (stereo unspecified) gave S aureus QS inh -1 and S aureus QS inh GFP MFI % -13.
`CC(=O)c1ccc(N2CCN(C(=O)c3cc4c(=O)n(C)c5ccccc5c4n3C)CC2)cc1` gave S aureus QS inh 1 and S aureus QS inh GFP MFI % 6.
COC(=O)C1=C(N)OC2=C(C(=O)CCC2)C1c1cccs1 (stereo unspecified) was read as S aureus QS inh -1 and S aureus QS inh GFP MFI % 5.
Screening CCc1ccccc1NS(=O)(=O)c1ccc2[nH]cc(C(=O)NCC3CCCO3)c(=O)c2c1 (stereo unspecified) returned S aureus QS inh 7 and S aureus QS inh GFP MFI % 27.
CCOC(=O)CS(=O)(=O)c1nc(-c2ccccc2)cc(C(F)(F)F)n1 was read as S aureus QS inh 4 and S aureus QS inh GFP MFI % 9.
Screening O=c1[nH]c(=O)n(CCOc2ccc(Cl)cc2)cc1Br returned S aureus QS inh 0 and S aureus QS inh GFP MFI % -3.
`CCC(C)Oc1ccccc1C1CC(=O)NC2=C1C(=O)CCC2` (stereo unspecified) gave S aureus QS inh -2 and S aureus QS inh GFP MFI % 1.
CCc1cc2c(=O)c(-c3nc4ccccc4[nH]3)coc2c(CN2CCCC(C)C2)c1O (stereo unspecified) was read as S aureus QS inh -4 and S aureus QS inh GFP MFI % -18.
COc1ccc(N(CC(=O)N2CC=C(c3ccccc3)CC2)S(=O)(=O)c2c(C)noc2C)cc1 was read as S aureus QS inh 17 and S aureus QS inh GFP MFI % 34.
Screening Cc1cc(Cl)cc2c1NC(=O)[C@]21[C@@H]2C(=O)N(Cc3ccccc3)C(=O)[C@@H]2[C@@H]2CCCN21 returned S aureus QS inh 8 and S aureus QS inh GFP MFI % 25.
CCN1CCCC1CNC(=O)Cn1cccc1C(=O)c1ccccc1 (stereo unspecified) was read as S aureus QS inh 6 and S aureus QS inh GFP MFI % 13.
For CCCn1c(SCC(=O)Nc2ccccc2C(=O)OCC)nc2c1c(=O)n(C)c(=O)n2C the results were S aureus QS inh 1 and S aureus QS inh GFP MFI % 15.
`O=c1oc2ccccc2n1Cc1ccccc1Cl` gave S aureus QS inh -2 and S aureus QS inh GFP MFI % -40.
Screening Cc1csc(NC(=O)C(NS(=O)(=O)c2ccc(Br)s2)c2ccccc2)n1 (stereo unspecified) returned S aureus QS inh 3 and S aureus QS inh GFP MFI % -6.
O=C(CN1C(=O)C2C3C=CC(C3)C2C1=O)NCCc1ccccc1Cl (stereo unspecified) was read as S aureus QS inh -2 and S aureus QS inh GFP MFI % -10.
For COC(=O)c1cn(NC(=O)c2cnccn2)c(=O)c2ccccc12 the results were S aureus QS inh 4 and S aureus QS inh GFP MFI % -9.
For COc1ccc(NC(=O)CSC2=C(C#N)C(c3ccco3)C3=C(CCCC3=O)N2)c(OC)c1 (stereo unspecified) the results were S aureus QS inh -1 and S aureus QS inh GFP MFI % -5.
Screening Cc1ccc(NC(=O)CCNS(=O)(=O)c2ccc3c(c2)oc(=O)n3C)cc1C returned S aureus QS inh 1 and S aureus QS inh GFP MFI % 2.
`CN(C)C(C(=O)NC1CCCCC1)c1ccc(Cl)cc1` (stereo unspecified) gave S aureus QS inh -1 and S aureus QS inh GFP MFI % -39.
`Cc1cc(C(=O)N2CCCc3ccccc32)no1` gave S aureus QS inh -2 and S aureus QS inh GFP MFI % 7.
For CCN(CC)c1ccc2c(c1)C(=O)N(C)C2=O the results were S aureus QS inh 0 and S aureus QS inh GFP MFI % -1.
`O=c1cc(N2CCc3ccccc3C2)[nH]c(=O)n1-c1ccc(Br)cc1` gave S aureus QS inh -2 and S aureus QS inh GFP MFI % 4.
O=C(C1CCCN(c2nnc(-n3cccc3)s2)C1)N1CCN(c2ccccc2)CC1 (stereo unspecified) was read as S aureus QS inh 2 and S aureus QS inh GFP MFI % 16.
For CN(C(=O)C1CCOC1)c1nnc(-c2cccnc2)s1 (stereo unspecified) the results were S aureus QS inh -2 and S aureus QS inh GFP MFI % 1.
Screening O=C(CSc1nnc(Cc2ccccc2)n1C1CCCCC1)N1CCOCC1 returned S aureus QS inh 6 and S aureus QS inh GFP MFI % 15.
Screening O=C(CN1CCN(S(=O)(=O)c2ccc(Cl)cc2)CC1)Nc1ccc(F)cc1F returned S aureus QS inh 6 and S aureus QS inh GFP MFI % 28.
Screening Cc1onc(-c2ccccc2Cl)c1C(=O)NCCn1ccc2ccccc21 returned S aureus QS inh -1 and S aureus QS inh GFP MFI % -1.
For COc1cccc(C2CC(=O)NC3=C2C(=O)CCC3)c1 (stereo unspecified) the results were S aureus QS inh 0 and S aureus QS inh GFP MFI % 22.
`CCn1nnnc1SCC(=O)N1CCOCC1` gave S aureus QS inh 0 and S aureus QS inh GFP MFI % 0.
`Cc1ccc(-c2nn3c(C)nnc3s2)cc1NC(=O)c1ccc(Br)o1` gave S aureus QS inh 1 and S aureus QS inh GFP MFI % 22.
`COc1ccc(-c2noc(COc3ccccc3OC)n2)cc1OC` gave S aureus QS inh -1 and S aureus QS inh GFP MFI % -4.
Screening Cc1ccc(-c2nc(CS(=O)CC(=O)N3CCN(c4ncccn4)CC3)c(C)o2)cc1 (stereo unspecified) returned S aureus QS inh -2 and S aureus QS inh GFP MFI % -1.
For CCN(C(=O)Cn1c(=O)oc2ccccc21)c1cccc(C(F)(F)F)c1 the results were S aureus QS inh 7 and S aureus QS inh GFP MFI % 29.
`COc1ccc(C)cc1NC(=O)CN1CCN(S(=O)(=O)c2ccc(C(C)C)cc2)CC1` gave S aureus QS inh 20 and S aureus QS inh GFP MFI % 31.
Cc1ccc(CNC(=O)c2nnn(-c3cccc(C)c3)c2N)cc1 was read as S aureus QS inh 1 and S aureus QS inh GFP MFI % -1.
Screening S=c1[nH]nc(-c2ccc(Br)cc2)n1Cc1ccco1 returned S aureus QS inh 1 and S aureus QS inh GFP MFI % 4.
`COc1ccc(OC)c(NC(=O)c2cc(S(=O)(=O)NCc3ccco3)ccc2F)c1` gave S aureus QS inh 13 and S aureus QS inh GFP MFI % 20.
COc1ccc(OC)c(NC(=O)C(CCS(C)(=O)=O)NC(C)=O)c1 (stereo unspecified) was read as S aureus QS inh 0 and S aureus QS inh GFP MFI % 16.
FC(F)(F)c1cccc(N2CCN(c3ccc4nnc(-c5ccccc5)n4n3)CC2)c1 was read as S aureus QS inh 5 and S aureus QS inh GFP MFI % 10.
O=C(NC1CCCCC1)C1CCCN1S(=O)(=O)c1cccc2nsnc12 (stereo unspecified) was read as S aureus QS inh 2 and S aureus QS inh GFP MFI % 16.
`CCOC(=O)N1CCN(S(=O)(=O)c2ccc3[nH]cc(C(=O)O)c(=O)c3c2)CC1` gave S aureus QS inh -5 and S aureus QS inh GFP MFI % -15.
`Cc1ccc2nc(-c3cccnc3)oc2c1` gave S aureus QS inh 12 and S aureus QS inh GFP MFI % 21.
`O=C(O)CN1C(=O)C2(OCCCO2)c2ccccc21` gave S aureus QS inh -1 and S aureus QS inh GFP MFI % -12.
`CC(/C=C1\SC(=S)N(CC(=O)N2CCN(c3ccccc3)CC2)C1=O)=C\c1ccccc1` gave S aureus QS inh 0 and S aureus QS inh GFP MFI % 7.
`CCOC(=O)c1c(NC(=O)COC(=O)c2c(C)noc2C)sc2c1CCC2` gave S aureus QS inh 1 and S aureus QS inh GFP MFI % 2.
`O=C(NCCCn1ccnc1)c1noc2c1CCc1ccccc1-2` gave S aureus QS inh -4 and S aureus QS inh GFP MFI % -11.
Screening CCOC(=O)c1nnn(CC(=O)Nc2cc(F)ccc2F)c1C(=O)OCC returned S aureus QS inh -3 and S aureus QS inh GFP MFI % -2.
For CCOC(=O)CSc1nnc(CNC(=O)c2cccs2)n1Cc1ccccc1 the results were S aureus QS inh 0 and S aureus QS inh GFP MFI % 14.
For CN1CCN(c2nc(Nc3cccc(C(F)(F)F)c3)nc(N3CCOCC3)n2)CC1 the results were S aureus QS inh 2 and S aureus QS inh GFP MFI % 2.
COc1ccc(C2C(C(=O)Nc3ccccn3)=C(C)Nc3ncnn32)c(OC)c1 (stereo unspecified) was read as S aureus QS inh -1 and S aureus QS inh GFP MFI % -10.

Six compounds drawn at random from those above, as already listed:
`CC(/C=C1\SC(=S)N(CC(=O)N2CCN(c3ccccc3)CC2)C1=O)=C\c1ccccc1` gave S aureus QS inh 0 and S aureus QS inh GFP MFI % 7.
`CCOC(=O)N1CCN(S(=O)(=O)c2ccc3[nH]cc(C(=O)O)c(=O)c3c2)CC1` gave S aureus QS inh -5 and S aureus QS inh GFP MFI % -15.
For CCOC(=O)CSc1nnc(CNC(=O)c2cccs2)n1Cc1ccccc1 the results were S aureus QS inh 0 and S aureus QS inh GFP MFI % 14.
COc1ccc(C2C(C(=O)Nc3ccccn3)=C(C)Nc3ncnn32)c(OC)c1 (stereo unspecified) was read as S aureus QS inh -1 and S aureus QS inh GFP MFI % -10.
For CN1CCN(c2nc(Nc3cccc(C(F)(F)F)c3)nc(N3CCOCC3)n2)CC1 the results were S aureus QS inh 2 and S aureus QS inh GFP MFI % 2.
O=C(NC1CCCCC1)C1CCCN1S(=O)(=O)c1cccc2nsnc12 (stereo unspecified) was read as S aureus QS inh 2 and S aureus QS inh GFP MFI % 16.

Continued:
`COC(=O)/C=c1\sc2ncnn2c1=O` gave S aureus QS inh 1 and S aureus QS inh GFP MFI % 18.
CC1CN(C2CCCCC2)c2nc3c(c(=O)[nH]c(=O)n3C)n2C1 (stereo unspecified) was read as S aureus QS inh 5 and S aureus QS inh GFP MFI % 8.
For CN(C)S(=O)(=O)c1ccc2c(c1)c(=O)c(C(=O)NCCCN1CCCCCC1)cn2C the results were S aureus QS inh -4 and S aureus QS inh GFP MFI % -15.
Screening COc1ccc(-c2c(C)nn3c(N4CCC(C(=O)N5CCCCC5)CC4)cc(C)nc23)cc1OC returned S aureus QS inh -4 and S aureus QS inh GFP MFI % -9.
`CCOc1ccc(N(C(C)=O)C2C=CS(=O)(=O)C2)cc1` (stereo unspecified) gave S aureus QS inh 2 and S aureus QS inh GFP MFI % 9.
Screening CCc1ccc(-n2c(SCC(=O)Nc3cc(C)[nH]n3)nc3[nH]ncc3c2=O)cc1 returned S aureus QS inh 8 and S aureus QS inh GFP MFI % 28.
For C=CCN(C(=O)CNC(=O)c1ccco1)C(C(=O)NC1CCCCC1)c1ccccc1F (stereo unspecified) the results were S aureus QS inh -1 and S aureus QS inh GFP MFI % 18.
For CCCCN(C(=O)NC(=O)Nc1ccccc1C)S(C)(=O)=O the results were S aureus QS inh -2 and S aureus QS inh GFP MFI % -20.

Not all compounds are listed, so the mix of outcomes need not match the whole.
